PriA SSB inh: K. pneumoniae PriA-SSBct interaction inhibition. AlphaScreen SSBct-PriA binding, biotinylated peptide. inhibition, % at 33 µM. actives 0.6% (n = 430,000). AID 1272365; in the data active means inhibition mostly above about 37%, no sharp cut-off; inactive means mostly below about 20%;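 further: plate controls were negative control peptide for no effect and reference peptide for full effect; strong numbers were not always called active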
* = called active by the depositor; & = joins results of further samples.

SMILES | PriA SSB inh
CN(C)S(=O)(=O)c1ccc(C(=O)N2CCC(c3nnc(-c4ccco4)o3)CC2)cc1 | -3.0
CCc1cc2c(=O)c(Oc3ccccc3F)c(C)oc2cc1OCC(=O)O | -3.0
COc1ccc(/C=N\NC(=O)c2ccc(S(=O)(=O)N3CCCCCC3)cc2)cc1OC | -14.0
COC(=O)c1ccc(NC(=O)c2nnn(Cc3ccc(C)cc3)c2N)cc1 | 7.0
COc1cccc(C(=O)NCCn2nc(-c3cccnc3)ccc2=O)c1OC | -5.0
O=C1CC2(CCN(C(=O)c3cc(C(F)(F)F)cc(C(F)(F)F)c3)CC2)Oc2ccccc21 | -7.0
Cc1nc2oc(-c3ccccc3)nc2cc1NC(=O)C1CC1 | -22.0
CN(C)CCN1C(=O)C(=O)C(=C(O)c2ccc(S(=O)(=O)N3CCOCC3)cc2)C1c1ccccc1 (stereo not drawn) | 1.4
COc1ccccc1CNC(=O)CCN1C(=O)c2ccccc2S1(=O)=O | -6.0&1.0
Cc1ccc(Sc2oc(C=Nn3cnnc3)cc2Br)cc1 | -11.6
O=C(CN1C(=O)c2ccccc2S1(=O)=O)Nc1ccc(C(F)(F)F)cc1 | 9.0
Cc1cncnc1N1CCN(S(=O)(=O)C2CC2)CC1 | -20.0
CN1CCSC1=CC=Cc1sc2ccccc2[n+]1CCCS(=O)(=O)[O-] | 2.0
O=C(CN1CCN(C(=O)NCc2cccs2)CC1)c1ccco1 | -5.0
Cc1nnc(NC(=O)Cc2cc(-c3ccc(Cl)cc3)on2)s1 | -8.0&3.0
Cc1ccc(N2CC(NC(=O)c3ccc(Br)o3)CC2=O)cc1 (stereo not drawn) | 4.0
C=CCn1c(SCC(=O)c2ccc3c(c2)OCCO3)nc2sc(C)c(C)c2c1=O | -6.0
O=C(CNCCO)NC1C2CC3CC(C2)CC1C3 (stereo not drawn) | -14.0
CC(=NNc1ccnc2cc(Cl)ccc12)c1ccc(O)cc1 | 20.4
CS(=O)(=O)N1CCCc2ccc(NC(=O)C(=O)NCCC3=CCCCC3)cc21 | 5.0
CCOC(=O)C1CCc2sc(NC(=O)C3CSc4ncc(C)c(=O)n4C3)nc21 (stereo not drawn) | 7.0
COCCCNC(=O)Cn1c(N2CCN(c3ccccc3)CC2)nc2ccccc2c1=O | 0.0
Nc1c(C(=O)NC2CCCC2)nnn1-c1cccc(Cl)c1 | -7.0
Cc1cc(C)nc(SCc2ccc(C(=O)NN=C3CC(C)CC(C)(C)C3)cc2)n1 (stereo not drawn) | -8.5
CCOC(=O)C(C)=C1NC(C)(C)Cc2ccccc21 | -10.8

Gathered by group, the compounds so far with a thiophene ring, fused or not.
SMILES | PriA SSB inh
O=C(CN1CCN(C(=O)NCc2cccs2)CC1)c1ccco1 | -5.0
C=CCn1c(SCC(=O)c2ccc3c(c2)OCCO3)nc2sc(C)c(C)c2c1=O | -6.0

(list continues)
SMILES | PriA SSB inh
O=C(c1cccs1)N1CCCC(c2nnc(-c3cccs3)o2)C1 (stereo not drawn) | -21.0
CCOc1ccccc1NC(=O)CC1CCCCN1S(=O)(=O)c1ccc(F)cc1 (stereo not drawn) | 30.0
CC(C)Sc1ccc(C(=O)Nc2ccc(Cl)c3ncsc23)cc1 | -3.0
CC(=NNc1nc(C)cc(C)n1)c1ccc(N2CCOCC2)cc1 | -13.5
CC(=O)Nc1ccc(CC(=O)NC2CC3CCC(C2)N3S(C)(=O)=O)cc1 (stereo not drawn) | 3.0
Cc1ccc(C2C(=C(O)c3ccc4c(c3)OCCO4)C(=O)C(=O)N2Cc2cccnc2)cc1 (stereo not drawn) | 12.0
CN1C(=O)c2cccc(NC(=O)c3cc(Cl)cc(Cl)c3)c2C1=O | -1.0
O=c1c2ccccc2n2c(-c3cc(Br)cs3)nnc2n1CCc1ccccc1 | 5.0
O=C(NCCn1ccc(-c2ccsc2)n1)Nc1cccc(C(F)(F)F)c1 | -12.0
Cc1ccc(S(=O)(=O)NCCCN2CCN(c3ccccc3)CC2)cc1 | -5.0
Cc1ccc(N2CCCS2(=O)=O)cc1NC(=O)c1ccccc1C(F)(F)F | -11.0
O=C(CCc1ccccc1Br)Nc1ccc2c(c1)N(C(=O)C1CC1)CC2 | -12.0
O=C(O)c1csc(NN=Cc2ccc(Br)cc2)n1 | -6.7
CC(=O)N1CCN(C(=O)c2cc(-c3cccs3)nc3c2c(C)nn3C2CCS(=O)(=O)C2)CC1 (stereo not drawn) | -10.0
O=C(NCC#CCOc1ccc2c(c1)OCO2)c1ccc(F)cc1Cl | -21.0
Cc1cc(NN=Cc2ccc([N+](=O)[O-])o2)nc2ccccc12 | 15.4
COc1cccc(C(=O)Nc2cccc(-c3ccc4nnc(-c5ccncc5)n4n3)c2)c1 | -6.0
CS(=O)(=O)c1ccc(NC(=O)c2c(F)cccc2Cl)cc1 | 9.0
O=C(NN=Cc1c[nH]c2ccccc12)c1ccc(O)c(O)c1 | 22.1
CC(C)S(=O)(=O)c1ccc(Cc2nnc(NC(=O)c3cc4ccccc4o3)o2)cc1 | -6.0&-4.0
Cc1ccc(S(=O)(=O)N2CCCC(c3nnc(-c4cccs4)o3)C2)cc1 (stereo not drawn) | -3.0
O=S(=O)(Cc1ccco1)C1CN(S(=O)(=O)c2cccs2)C1 | 0.0
C=CCn1c(SCC(=O)c2ccc(Cl)cc2)nc2scc(-c3ccc(C)o3)c2c1=O | -10.0
C=CCNC(=S)Nc1nc(CC(=O)OCC)cs1 | 2.0
Cc1cc(NC(=O)c2cc(Cl)ccc2Cl)n(-c2nc3c(cnn3-c3ccc(F)cc3)c(=O)[nH]2)n1 | -3.0

Structures above containing a furan ring, fused or not:
SMILES | PriA SSB inh
CN(C)S(=O)(=O)c1ccc(C(=O)N2CCC(c3nnc(-c4ccco4)o3)CC2)cc1 | -3.0
Cc1ccc(Sc2oc(C=Nn3cnnc3)cc2Br)cc1 | -11.6
O=C(CN1CCN(C(=O)NCc2cccs2)CC1)c1ccco1 | -5.0
Cc1ccc(N2CC(NC(=O)c3ccc(Br)o3)CC2=O)cc1 (stereo not drawn) | 4.0
Cc1cc(NN=Cc2ccc([N+](=O)[O-])o2)nc2ccccc12 | 15.4
CC(C)S(=O)(=O)c1ccc(Cc2nnc(NC(=O)c3cc4ccccc4o3)o2)cc1 | -6.0&-4.0
O=S(=O)(Cc1ccco1)C1CN(S(=O)(=O)c2cccs2)C1 | 0.0
C=CCn1c(SCC(=O)c2ccc(Cl)cc2)nc2scc(-c3ccc(C)o3)c2c1=O | -10.0

Part of the list above in order of heavy-atom count, low to high.
SMILES | PriA SSB inh
C=CCNC(=S)Nc1nc(CC(=O)OCC)cs1 | 2.0
O=C(CN1CCN(C(=O)NCc2cccs2)CC1)c1ccco1 | -5.0
COc1cccc(C(=O)NCCn2nc(-c3cccnc3)ccc2=O)c1OC | -5.0

More structures follow.
SMILES | PriA SSB inh
COc1nn(C)cc1C(=O)NCCC1CCCCN1S(=O)(=O)c1ccc(C)cc1 (stereo not drawn) | -10.0
O=C(Cc1ccsc1)NC1CCC(Oc2ccccn2)CC1 (stereo not drawn) | -21.0
O=C(c1cc(C2CC2)on1)N1CCC(Oc2ncccc2Br)CC1 | -6.0
Cn1nc(CNS(=O)(=O)c2ccc(OC(F)(F)F)cc2)cc1-c1cccs1 | -11.0
Cc1ccc(S(=O)(=O)NN=Cc2cn(CC(N)=O)c3ccccc23)cc1C | -5.4
COc1ccccc1C1CC(c2c(-c3ccccc3)c3cc(Cl)ccc3[nH]c2=O)=NN1C(=O)C(OC)c1ccccc1 (stereo not drawn) | -7.0
O=C(Nc1nc2c(s1)CCCC2C(=O)N1CCc2ccccc21)c1ccccc1 (stereo not drawn) | 10.0
Cc1noc(-c2ccn3c(=O)n(CC#N)nc3c2)n1 | -17.0
CC(=O)N1CCN(c2ccnc3c2c(=O)n(CC(=O)NCc2ccc(F)cc2)c(=O)n3C)CC1 | -11.0
CCC(C(=O)N1CCN(Cc2nc3ccccc3[nH]2)CC1)c1ccccc1 (stereo not drawn) | -10.0
Cc1c(C(=O)N2CCN(CCn3ccnc3-c3ccccc3)CC2)cnn1-c1ccccc1 | -7.0
CC(C)CS(=O)(=O)C1CN(S(=O)(=O)CCCOc2ccccc2)C1 | -12.0
O=C(CSc1ccc(Cl)cc1)Nc1nc(-c2ccc(Cl)s2)cs1 | 1.0
CCOc1ccc(-n2c(SCC(=O)Nc3ccccc3F)nc3c(oc4ccccc43)c2=O)cc1 | 6.0
Oc1ccc(C=NN2CCN(C3c4ccccc4-c4ccccc43)CC2)cc1 | -12.1
Cc1cc(Br)ccc1NC(=O)CC1CCCCN1S(=O)(=O)c1ccccc1 (stereo not drawn) | 9.0
O=C(COc1ccccc1F)NCC(c1ccsc1)N1CCCCCC1 (stereo not drawn) | -7.0
COc1ccc(C(CNC(=O)C(=O)Nc2ccccc2C#N)N2CCOCC2)cc1 (stereo not drawn) | 4.0
O=C(Cc1ccc(F)cc1)NCCS(=O)(=O)N1CCN(CCc2ccccc2)CC1 | -4.0
C=CCn1c(=C(C#N)C(=O)NCCN2CCOCC2)sc(=Cc2ccsc2)c1=O | 10.6
COc1ccc(C=NNC(=O)C(=O)NCC2CCCO2)cc1 (stereo not drawn) | 0.4
O=S(=O)(N=C(c1ccccc1Cl)N1CCOCC1)c1ccccc1 | -5.4
CC(C)NC(=O)N1CCN(Cc2nc(-c3ccccc3)cs2)CC1 | 3.0
O=c1ccc(-c2cccs2)nn1CCCNS(=O)(=O)c1cccc(C(F)(F)F)c1 | -14.0
Cc1cc(NC(=O)c2ccc3ncsc3c2)n(-c2nc3ccccc3s2)n1 | -4.0
(listing goes on)
SMILES | PriA SSB inh
CN1CCN(c2ccc(N3CCN(C(=O)c4ccc(Br)o4)CC3)nn2)CC1 | 5.0
CC(C)(Oc1ccc(Cl)cc1)C(=O)NCc1ccsc1 | -18.0
CCN(CC)CCN(C(=O)C1CCN(S(=O)(=O)c2ccc(Cl)cc2)CC1)c1nc2c(C)ccc(Cl)c2s1 | 11.0
Cc1cc([N+](=O)[O-])cc(C)c1OCC(=O)NN=Cc1ccc(OC(=O)c2ccccc2)cc1 | 1.7
CC(C)(C)NC(=O)N1CCC(CNC(=O)c2ccc3ncsc3c2)CC1 | -9.0
CCOC(=O)NCc1ncc(-c2ccc(OC)cc2)[nH]1 | -5.0
O=C(Nc1ccc2sccc2c1)c1ccc(Cc2ccccc2)cc1 | -17.0&-14.0
Cc1ccc(S(=O)(=O)C2=C(O)C(=O)N(Cc3ccc4c(c3)OCO4)[C@@H]2c2ccc(F)cc2)cc1 | -5.0
Cc1ccc(/C=C2/SC(=S)N(N)C2=O)o1 | 41.0
O=C(NN=Cc1ccc(O)cc1)c1nc(-c2ccccc2)n(-c2ccccc2)n1 | 2.3
O=C(NN=Cc1cn(-c2ccccc2)nc1-c1cc2ccccc2o1)c1cccnc1 | -5.1
CCn1nccc1C(=O)Nc1sccc1C(=O)NC | 7.0
COc1ccc(-n2nnnc2SCC(=O)Nc2ncc(Cc3ccccc3)s2)cc1 | -4.0
CC1CCc2cc(F)ccc2N1C(=O)CN1CCN(c2cccc(Cl)c2)C1=O (stereo not drawn) | -9.0
COC1=CC(=Cc2c(N)n3nc(CC(=O)N4CCCCC4)sc3nc2=O)C=CC1=O | -4.3
Cc1cc(Nc2ccc3c(c2)OCO3)c2ccc(C(F)(F)F)cc2n1 | -11.0
Cc1ccc(CNC(=O)c2ccc(Cn3c(=O)c4ccccc4n(CC(=O)Nc4ccccc4F)c3=O)cc2)cc1 | -5.0
O=C(O)c1ccc2c(c1)C(=O)N(CCCn1ccnc1)C2=O | -2.0
COc1ccccc1NC(=O)/C(C#N)=C/c1ccc(C2CC2C)o1 (stereo not drawn) | 3.0
O=C(Nc1nc(CCC(=O)N2CCN(c3ncccn3)CC2)cs1)c1ccc(=O)[nH]c1 | -15.0&-5.0
O=C(NCc1ccsc1)NC1CC1 | -16.0
O=[N+]([O-])c1cc(C=NNc2nc3ccccc3[nH]2)c(O)cc1O | 103.0
O=C(CCc1csc(NC(=O)c2ccc(=O)[nH]c2)n1)NC1CCCC1 | -17.0
O=C(Cn1cc(-c2nc(-c3cccs3)no2)ccc1=O)NCCc1ccc(Cl)cc1 | -16.0
O=C(c1ccsc1)N1CCC(n2c(=O)[nH]c3ccc(F)cc3c2=O)CC1 | 1.0
(continued)
SMILES | PriA SSB inh
Cc1[nH]nc(-c2ccc(OCCN3CCOCC3)cc2O)c1-c1ccc(Br)cc1 | -18.0
O=C(NCC12CC3CC(CC(C3)C1)C2)N1CCN(CCO)CC1 | 8.0
COc1ccc(-n2nnc(C(=O)OCc3nc(-c4cccc(OC)c4OC)oc3C)c2C)cc1Cl | -16.0&-1.0
Cc1cccc(Cn2ccn(-c3ccc4c(c3)OCCO4)c(=O)c2=O)c1 | -2.0
CCc1cccc2sc(N(Cc3cccnc3)C(=O)CCS(=O)(=O)Cc3ccccc3)nc12 | -11.0
COc1ccc(Cl)c2sc(NCc3ccccc3)nc12 | -5.0
COc1ccc(OC)c2sc(N(Cc3ccccn3)C(=O)COc3ccc(Cl)cc3)nc12 | -1.0
CCCCOc1ccc(-c2cc3c4nnc(SCC(=O)N5CCCc6ccccc65)n4ccn3n2)cc1 | -7.0
COc1ccc2nc(-c3cccc(NC(=O)c4ccc(C(F)(F)F)cc4)c3)cn2n1 | -3.0
Cn1c(=O)n(CC(=O)N2CCCC2)c(=O)c2c(N3CCN(C(=O)C4CC4)CC3)ccnc21 | -13.0
Cc1ccc(-c2[nH]ncc2C=Nn2c(COc3ccccc3)nc3ccccc3c2=O)cc1 | -4.9
CCC(C(=O)NCCn1ncc2c(=O)n(Cc3ccccc3C)cnc21)c1ccccc1 (stereo not drawn) | -2.0
COc1cc2c(cc1OC)CN(S(=O)(=O)CCNC(=O)c1cc(=O)c3ccccc3o1)CC2 | -5.0
Cn1cccc1CN(C(=O)c1ccno1)C1CC1 | -10.0
O=C(CN1C(=O)c2ccccc2OC(c2ccccc2)C1=O)c1ccc2c(c1)OCCO2 (stereo not drawn) | -15.0&3.0
COc1cc(C(=O)Nc2cc(C)nn2C)cc(OC)c1OC | 17.0
CON=C/C=C1/N(C)c2ccccc2C1(C)C | -6.0
COc1ccc(C=NNC(=O)C2(C)NC(C)(C)Cc3ccccc32)cc1 (stereo not drawn) | 0.7
COc1ccc2nc(N(Cc3ccccn3)C(=O)c3ccc([N+](=O)[O-])s3)sc2c1 | 15.0
CCCCS(=O)(=O)N1CCC(c2nnc(CC)s2)CC1 | -8.0

High-throughput results as filed in PubChem BioAssay.

A portion of the library; count on the stated rates, not on these rows.
